PostGolgi ctrl: growth inhibition of yeast control strain, primary screen, counter-screen for post-Golgi transport modulator project; efflux-deficient yeast background strain, growth absorbance A615, 16 h; inhibition, % at 10 µM; hit rate 5% among 98,000; AID 738, 2007
S1P2 antag: human S1P2 receptor antagonists, primary screen, cell-based. Sphingosine 1-phosphate receptor 2 (Homo sapiens), O95136. cell-based S1P2 antagonist assay, inhibition at 5 uM. inhibition, % at 5 µM. hit rate 0.21% among 97,000. AID 736, 2007; in the data active means inhibition above about 45%;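 further: CRE beta-lactamase reporter cells expressing human S1P2 stimulated with S1P; 0% = agonist at EC80 alone and 100% = agonist plus reference antagonist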
sEH act: soluble epoxide hydrolase activators, primary screen, biochemical, human sEH; purified human sEH enzymatic activity, activator screen; activation, % at 2 µM; hit rate 0.04% among 91,000; AID 717, 2007; in the data active means activation above about 37%; further: values of inactives mirror those of a sister screen read the other way
Target sequence (P34913 whole entry, looked up): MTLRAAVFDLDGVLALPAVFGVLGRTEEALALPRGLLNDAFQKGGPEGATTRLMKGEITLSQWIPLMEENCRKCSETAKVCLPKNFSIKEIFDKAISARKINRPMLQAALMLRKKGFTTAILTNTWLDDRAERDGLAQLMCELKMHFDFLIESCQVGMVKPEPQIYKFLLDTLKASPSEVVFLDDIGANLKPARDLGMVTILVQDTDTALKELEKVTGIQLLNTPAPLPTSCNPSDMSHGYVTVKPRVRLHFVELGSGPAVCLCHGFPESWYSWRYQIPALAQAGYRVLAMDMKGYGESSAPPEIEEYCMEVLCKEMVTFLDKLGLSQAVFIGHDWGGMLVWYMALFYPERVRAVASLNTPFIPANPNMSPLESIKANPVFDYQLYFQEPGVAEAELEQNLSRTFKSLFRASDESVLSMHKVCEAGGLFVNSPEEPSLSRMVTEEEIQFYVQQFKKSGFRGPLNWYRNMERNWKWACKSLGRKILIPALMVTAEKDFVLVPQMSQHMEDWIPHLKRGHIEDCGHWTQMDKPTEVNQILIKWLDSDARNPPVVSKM
CYP2C19 inhib: blockers of cytochrome P450 2C19 activity – biochemical, luminescence, ADME assay, primary screen | P33261 | CYP2C19 Supersomes, luciferin-H EGE luminescence, 30 min | inhibition, % at 5 µM | hit rate 21% among 96,000;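 active means CYP2C19 inhibition above a set limit at 5 µM in the primary screen, cut at about 50% in these data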;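 further: plate controls were negative control wells for no effect and 2.5 mM tranylcypromine positive control for full effect; values of inactives mirror those of a sister screen read the other way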
Target sequence (P33261 whole entry, looked up): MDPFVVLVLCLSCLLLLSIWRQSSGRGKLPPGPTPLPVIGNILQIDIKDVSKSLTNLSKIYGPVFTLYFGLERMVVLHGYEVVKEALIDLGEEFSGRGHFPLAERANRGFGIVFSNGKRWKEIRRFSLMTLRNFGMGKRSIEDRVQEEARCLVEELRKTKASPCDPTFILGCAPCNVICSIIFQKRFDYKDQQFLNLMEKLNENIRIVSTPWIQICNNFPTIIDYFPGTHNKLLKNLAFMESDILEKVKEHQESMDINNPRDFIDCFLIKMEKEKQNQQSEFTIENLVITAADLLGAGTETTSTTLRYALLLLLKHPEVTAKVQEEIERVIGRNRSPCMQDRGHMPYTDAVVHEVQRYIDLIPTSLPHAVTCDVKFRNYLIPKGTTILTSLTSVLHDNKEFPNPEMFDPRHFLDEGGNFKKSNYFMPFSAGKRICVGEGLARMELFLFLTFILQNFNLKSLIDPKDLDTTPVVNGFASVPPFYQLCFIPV
S1P2 agonist: S1P2 receptor agonists, primary screen, cell-based; Sphingosine 1-phosphate receptor 2 (Homo sapiens), O95136; S1P2-expressing cell line, agonist reporter read-out; activation, % at 4.5 µM; hit rate 0.46% among 97,000; AID 729, 2007; in the data active means activation above about 16%;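 further: 0% = vehicle low control and 100% = maximal reference agonist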
DAT uptake mod: changed hDAT dopamine uptake under cocaine IC80, either direction, primary screen, cocaine antagonist project, cell-based, LLC-PK1 hDAT, [14C]-dopamine uptake, MLSMR. Sodium-dependent dopamine transporter (Homo sapiens), Q01959. B-score at 10 µM. hit rate 1.3% among 110,000. LLC-PK1 hDAT cells, [14C]-dopamine uptake with cocaine IC80; actives deviate in either direction. AID 449768, 2010;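 active means Z score or B-score, a plate-position-corrected score, falls beyond the plate's 99.7% confidence bounds, in either direction; inactive means both scores lie inside the 99.7% bounds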;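 further: scored against the spread of the other compound wells on the same plate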
PostGolgi yeast: phenotypic screen on post-Golgi transport, primary screen | post-Golgi transport phenotypic cell assay | inhibition, % at 10 µM | hit rate 0.9% among 98,000;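 further: yeast cells grown in 1536-well plates; yeast grown about 18 h at 30C before absorbance read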
CYP2C19 activ: human CYP2C19 activators, primary screen, biochemical, luminescence; Cytochrome P450 2C19 (Homo sapiens), P33261; recombinant CYP2C19, luciferin-H EGE luminescence; active compounds read high; 0 = fully inhibited enzyme, 1 = untreated enzyme; activation factor at 5 µM; 96,000 tested, under 10 active; AID 1025, 2008;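 active means activation factor of at least 2 at 5 µM in the primary screen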;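 further: 0 = wells with 2.5 mM tranylcypromine and 1 = vehicle-only wells; values of inactives mirror those of a sister screen read the other way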
sEH inhibitor: soluble epoxide hydrolase inhibitors, primary screen, biochemical, human sEH; Bifunctional epoxide hydrolase 2 (Homo sapiens), P34913; recombinant human sEH enzymatic activity assay; AID 707, 2007; hit rate 0.34% among 91,000; inhibition, % at 2 µM; in the data active means inhibition above about 80%; further: values of inactives mirror those of a sister screen read the other way; many of its hits are not listed in these tables
The depositor's hits bear a star; . = no result given. Unless noted, no stated cut-off is given here; in the data, active means inhibition above about 30%; inactive means the rest.

SMILES | PostGolgi ctrl | S1P2 antag | sEH act | CYP2C19 inhib | S1P2 agonist | DAT uptake mod | PostGolgi yeast | CYP2C19 activ | sEH inhibitor
Cc1nc(C)c(-c2csc(NCCc3ccccc3)n2)s1 | 19 | 3 | -1 | 39 | -7 | -0.038 | -4 | 0.6 | 0
CN(C)c1ccc(/C=N\NC(=O)c2csnn2)cc1 | -8 | 13 | 10 | 16 | -5 | -0.43 | 22 | 0.8 | -13
O=c1c2ccccc2c(/C=N/n2cnnc2)c(O)n1-c1ccccc1 | 11 | 11 | 0 | 6 | -3 | -0.034 | -6 | 0.9 | -2
CCCC(=O)N1CCN(c2ccc(NC(=O)c3cc4ccccc4o3)cc2)CC1 | 0 | 8 | 7 | 20 | -4 | 0.42 | 3 | 0.8 | -3
COC(=O)c1ccc(-n2nnnc2SCC(=O)Nc2cc(OC)ccc2OC)cc1 | 6 | 12 | -4 | 14 | -8 | 0.42 | -3 | 0.9 | 4
Cc1cc(C)n(-c2nc3ccccc3nc2N2CCN(S(=O)(=O)c3ccc(F)c(C)c3)CC2)n1 | 8 | 14 | . | 7 | -2 | -0.07 | 6 | 0.9 | .
COc1cc(C2NC(=O)c3ccccc3O2)cc(OC)c1OC (centres undefined) | 7 | 2 | 1 | 94* | -6 | -0.37 | -5 | 0.1 | -3
CN1CC2CCCC3(C1)C(=O)NC1(CCCCC1)N=C23 (centres undefined) | 5 | . | . | 1 | . | -0.83 | 10 | 1 | .
C=CCn1c(SCC(=O)N2CCCCC2)nc(O)cc1=O | 1 | 7 | -1 | -6 | -6 | 0.1 | 3 | 1.1 | -2
CSc1nc(N2CCCC2)c2c(c1C#N)CC(C)(C)OC2 | 24 | -20 | 2 | 19 | -5 | -1.8 | -8 | 0.8 | -2
Cc1ccccc1OCCNc1cc(N2CCCCC2)ccc1[N+](=O)[O-] | 6 | 4 | 9 | 89* | -5 | 0.81 | -8 | 0.1 | -5
Cc1ccc(S(=O)(=O)N(C)CC(=O)Nc2cccc3c2CCCC3)cc1 | 3 | -3 | -9 | 44 | -3 | -1.7 | 0 | 0.6 | 13
Cc1nc(C)c(C(=O)Nc2cccc(C)c2C)o1 | 14 | . | . | -14 | . | 0.46 | -3 | 1.1 | .
Cc1ccc(-c2csc(C(C#N)=C3CCCC3)n2)cc1 | 4 | 25 | 4 | -20 | -3 | -0.53 | 13 | 1.2 | -2
Cc1nn(C)c(C)c1S(=O)(=O)N1CCC(C(=O)Nc2ccc3c(c2)OCCO3)CC1 | -2 | 8 | -29 | 10 | -3 | -1.3 | 5 | 0.9 | 28
CC(=O)Nc1ccc(NC(=O)CSc2nccn2Cc2ccccc2)cc1 | 5 | 18 | . | 17 | -3 | 0.067 | -2 | 0.8 | .
CSC1=NCCN1C(=O)c1ccco1 | 2 | 9 | -17 | 3 | -3 | -0.61 | -17 | 1 | 16
Fc1cc(Br)ccc1NC(=S)NCCc1ccccc1 | -5 | 13 | -11 | 76* | -5 | -0.53 | 0 | 0.2 | 12
O=C(NCc1ccco1)C1CCN(S(=O)(=O)N2CCOCC2)CC1 | 8 | 10 | 4 | -15 | -3 | -1.1 | -2 | 1.2 | -5
C=CCn1c(SCC(=O)Nc2cc(C)cc(C)c2)nnc1-c1cnccn1 | -6 | -9 | -17 | 4 | -3 | -0.85 | 13 | 1 | 16
CCCCN(Cc1cc2cc(OC)ccc2[nH]c1=O)C(=O)COc1ccccc1 | . | 1 | -6 | . | -3 | -0.039 | . | . | 4
CCOC(=O)N1CCN(C(=O)CN(Cc2ccccc2)S(C)(=O)=O)CC1 | 5 | -6 | -6 | 10 | -2 | -0.024 | 5 | 0.9 | 6
CCCOc1ccc(-c2nc(C#N)c(N3CCN(CC)CC3)o2)cc1 | 2 | 15 | 22 | 38 | -6 | 1.2 | -4 | 0.6 | -21
Cc1cc(C)c(NC(=O)CSc2nnc(SCC(=O)Nc3c(C)cc(C)cc3C)n2N)c(C)c1 | -2 | -13 | -2 | 68* | -9 | -0.53 | 11 | 0.3 | 0
CC1=NC(C)(C)Cc2ccccc21 | 2 | -6 | -6 | . | -8 | -0.34 | 13 | . | 6

CYP2C19 inhib, hit marks shown above.
compound | S1P2 antag | sEH act | CYP2C19 inhib | S1P2 agonist | DAT uptake mod | PostGolgi yeast | CYP2C19 activ | sEH inhibitor
COc1cc(C2NC(=O)c3ccccc3O2)cc(OC)c1OC (centres undefined) | 2 | 1 | 94* | -6 | -0.37 | -5 | 0.1 | -3
Cc1ccccc1OCCNc1cc(N2CCCCC2)ccc1[N+](=O)[O-] | 4 | 9 | 89* | -5 | 0.81 | -8 | 0.1 | -5
Fc1cc(Br)ccc1NC(=S)NCCc1ccccc1 | 13 | -11 | 76* | -5 | -0.53 | 0 | 0.2 | 12
Cc1cc(C)c(NC(=O)CSc2nnc(SCC(=O)Nc3c(C)cc(C)cc3C)n2N)c(C)c1 | -13 | -2 | 68* | -9 | -0.53 | 11 | 0.3 | 0

Compound profiles (already shown). Order of screens: PostGolgi ctrl, S1P2 antag, sEH act, CYP2C19 inhib, S1P2 agonist, DAT uptake mod, PostGolgi yeast, CYP2C19 activ, sEH inhibitor
Cc1ccc(S(=O)(=O)N(C)CC(=O)Nc2cccc3c2CCCC3)cc1 as listed: 3, -3, -9, 44, -3, -1.7, 0, 0.6, 13
O=c1c2ccccc2c(/C=N/n2cnnc2)c(O)n1-c1ccccc1 as listed: 11, 11, 0, 6, -3, -0.034, -6, 0.9, -2

An excerpt from above with just PostGolgi ctrl, CYP2C19 activ and S1P2 antag.
SMILES	PostGolgi ctrl	CYP2C19 activ	S1P2 antag
CSC1=NCCN1C(=O)c1ccco1	2	1	9
Fc1cc(Br)ccc1NC(=S)NCCc1ccccc1	-5	0.2	13

Remaining list, next part
SMILES | PostGolgi ctrl | S1P2 antag | sEH act | CYP2C19 inhib | S1P2 agonist | DAT uptake mod | PostGolgi yeast | CYP2C19 activ | sEH inhibitor
O=C1CCc2cc(S(=O)(=O)N3CCC(C(=O)NC4CCCCCCC4)CC3)ccc2N1 | 9 | -4 | -57 | 21 | -6 | -0.38 | -1 | 0.8 | 56
Cc1cc(Cl)ccc1OC(C)C(=O)NCCCCc1ccccc1 (centres undefined) | 17 | -15 | -3 | 45 | -3 | -0.15 | -1 | 0.6 | 1
COc1ccc(C(=O)N2CC(=O)N(CCc3ccccc3)C(=O)C2)cc1OC | -8 | -18 | 21 | -4 | -2 | 0.65 | -3 | 1 | -21
CC1Cc2nc(SCC(=O)NCc3ccco3)n(-c3ccccc3)c(=O)c2S1 (centres undefined) | 10 | . | . | 20 | . | -1.4 | 3 | 0.8 | .
O=c1cc(CSc2ccc(Cl)cc2)nc2nc[nH]n12 | 0 | . | . | 2 | . | -0.038 | -1 | 1 | .
COc1ccccc1C1(CC(=O)N2CCCCC2)CCOC(C(C)C)C1 (centres undefined) | 4 | 2 | 0 | 50* | -2 | . | -2 | 0.5 | 0
CC(=O)NC(Cc1cc(C)ccc1C)C(=O)N1CCN(C(=O)Nc2ccc(C(C)=O)cc2)CC1 (centres undefined) | 11 | -5 | 2 | 13 | -2 | 0.39 | 8 | 0.9 | -1
N#CCCN(Cc1cccnc1)S(=O)(=O)c1ccc(S(=O)(=O)N2CCCCCC2)cc1 | 6 | 10 | 13 | 26 | -1 | -0.037 | 0 | 0.7 | -14
Cc1ccc2cc(CN(Cc3ccco3)C(=O)c3ccccc3)c(=O)[nH]c2c1C | 7 | -31 | 0 | -10 | -4 | 0.23 | 9 | 1.1 | -1
CCOC(=O)C1=C(C)N=C(SC)N(C)C1c1ccccc1 (centres undefined) | 2 | -5 | 4 | 31 | -3 | -0.2 | 0 | 0.7 | -3
CCCC(C1=C(O)CC(C)(C)CC1=O)C1C(=O)CC(C)(C)CC1=O (centres undefined) | . | 5 | 0 | . | -8 | 0.057 | . | . | 0
Cc1cc(C)nc(SCC(=O)c2cc3ccccc3oc2=O)n1 | -2 | -8 | -1 | 58* | -3 | -0.14 | -3 | 0.4 | 6
CCOC(=O)c1ccc(NC(=O)CCOc2ccccc2)cc1 | 8 | -1 | -10 | 12 | -2 | 0.21 | -4 | 0.9 | 9
COc1ccc(NC(=O)C(C)N2c3cccc4cccc(c34)S2(=O)=O)cc1 (centres undefined) | -1 | -4 | -3 | 67* | -8 | 0.31 | 8 | 0.3 | 6
COc1ccc(Cl)cc1NC(=O)c1oc(C)nc1C | 3 | 3 | -4 | -9 | 0 | -1.1 | -7 | 1.1 | 6
CCCOc1ccc(/C(O)=C2/C(=O)C(=O)N(CCCn3ccnc3)C2c2ccco2)cc1 (centres undefined) | 29 | -9 | 12 | 24 | -5 | -0.37 | -1 | 0.8 | -12
Cc1ccc2[nH]c(=O)c(CN(Cc3ccco3)S(=O)(=O)c3c(C)ccc4nsnc34)cc2c1 | 3 | -4 | -2 | 10 | -1 | -1.7 | -4 | 0.9 | 2
COc1ccc(S(=O)(=O)NCCSCc2ccccc2C)cc1Br | 36* | -9 | -6 | 81* | 1 | -0.7 | -1 | 0.2 | 4
CCOc1ccc(-n2c(SCC(=O)NCc3ccco3)nc3c(c2=O)SCC3)cc1 | 12 | . | . | 26 | . | -0.42 | -1 | 0.7 | .
CCCc1nnc(NC(=O)Cn2c(=O)oc3cc(Br)ccc32)s1 | 15 | 0 | -6 | 24 | -4 | -0.63 | 2 | 0.8 | 6
CCn1c(CC(=O)Nc2ccccc2F)nnc1SCC(=O)N1CCN(c2ccccc2)CC1 | 9 | -1 | -1 | 14 | -6 | 0.68 | -4 | 0.9 | 0
COC(=O)CCC(=O)Nc1ccc(S(=O)(=O)N2CCCCCC2)cc1 | 1 | 12 | 6 | 22 | -2 | 0.68 | -4 | 0.8 | -3
CC(=O)c1cc(CC=C(C)C)c(O)cc1O | 13 | -5 | 6 | 32 | -7 | 0.25 | 12 | 0.7 | -5
CCc1ccc(NC2=NC(C(=O)NC3CCCCC3)CC(=O)N2)cc1 (centres undefined) | -2 | 3 | -1 | -17 | -8 | 0.0098 | 7 | 1.2 | 4
Cc1sc2ncn(CC(=O)OC(C)C)c(=O)c2c1C | 8 | 9 | -1 | 67* | -3 | -1.4 | 2 | 0.3 | 2
CCCCOC(=O)c1cc(-c2ccc(/C=N/n3cnnc3)o2)ccc1Cl | . | 9 | -2 | . | -2 | 0.48 | . | . | -1
Cc1nc2ccccc2n1CC(=O)OCC(=O)Nc1ccc2c(c1)OCCO2 | 2 | 0 | -4 | 8 | -6 | 0.32 | -2 | 0.9 | 5
O=C(COc1ccc(S(=O)(=O)NCCc2ccccc2)cc1)N1CCCC1 | 10 | 7 | -6 | 81* | -4 | -0.034 | -10 | 0.2 | 10
CCOC(=O)c1c(CN2CCOCC2)n(-c2ccccc2)c2cc(Br)c(O)c(CN(C)C)c12 | -5 | 10 | 2 | 42 | -9 | 0.0046 | 11 | 0.6 | 2
CC(=O)Nc1ccc(OC/C=C(\C)Cl)cc1 | 2 | 15 | 2 | 28 | -7 | -0.071 | 9 | 0.7 | 2

Four of the entries above in order of the S1P2 agonist value, low to high:
smiles,S1P2 antag,sEH act,CYP2C19 inhib,S1P2 agonist,DAT uptake mod,PostGolgi yeast,CYP2C19 activ,sEH inhibitor
CCOC(=O)C1=C(C)N=C(SC)N(C)C1c1ccccc1 (centres undefined),-5,4,31,-3,-0.2,0,0.7,-3
CCCCOC(=O)c1cc(-c2ccc(/C=N/n3cnnc3)o2)ccc1Cl,9,-2,.,-2,0.48,.,.,-1
Cc1ccc2[nH]c(=O)c(CN(Cc3ccco3)S(=O)(=O)c3c(C)ccc4nsnc34)cc2c1,-4,-2,10,-1,-1.7,-4,0.9,2
COc1ccc(S(=O)(=O)NCCSCc2ccccc2C)cc1Br,-9,-6,81*,1,-0.7,-1,0.2,4

High-throughput results (PubChem)
